Screening data: PubChem BioAssay, National Center for Advancing Translational Sciences (NCATS)
TSHR antag – human thyrotropin receptor antagonism; 0.2% of 330,000 active; activity change, negative = inhibition, % at 11.5 µM; P16473; TSHR-expressing cells, TSH-stimulated cAMP HTRF, 2 h; hits give low values;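 active = activity change below a set negative limit, meaning inhibition stronger than a set level, cut at about -70% in these data; inconclusive = activity change between two set negative limits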; note: % is set by controls: 0 for no effect and ±100 for the full control effect
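Freshly harvested TSHR cells receive pin-tooled compound, then EC80 TSH at 4nM final. After 2 hours at 37 deg C, antibody in lysis buffer and cAMP-d2 are added; 30 minutes at ambient temperature precede the HTRF read.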
ELG1 repair inh – ELG1-dependent DNA repair inhibition; HEK293T ELG1-luciferase reporter, luminescence, 16 h; DNA damage induced by 5-fluorouridine; Potency, µM (top dose mostly 46.1 µM), without a hit: at the highest dose activity change, negative = inhibition, usual class: inhibitors; 2.3% of 330,000 active; AID 504467; note: potency is the fitted concentration of half-maximal effect; % is set by controls: 0 for no effect and ±100 for the full control effect; nearly all actives have a fitted effect of over 55% in size
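In this reporter screen, reduction of luminescence relative to DMSO vehicle indicated activity. Compounds and 5-fluorouridine were added together to 2,000 cells per well, incubated for 16 hr at 37 °C, then developed with ONE-Glo.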
Eya2 inh – inhibitors of human Eya2 phosphatase activity; O00167; recombinant Eya2, OMFP fluorescence dephosphorylation (OMFP is methylfluorescein phosphate); Potency, µM (series often up to 76.9 µM), for the others: top-dose activity, negative = inhibition, actives largely listed as inhibitors; 0.006% of 330,000 active; AID 488837; note: potency is the fitted concentration of half-maximal effect; % is set by controls: 0 for no effect and ±100 for the full control effect
Target sequence (O00167 whole entry, looked up): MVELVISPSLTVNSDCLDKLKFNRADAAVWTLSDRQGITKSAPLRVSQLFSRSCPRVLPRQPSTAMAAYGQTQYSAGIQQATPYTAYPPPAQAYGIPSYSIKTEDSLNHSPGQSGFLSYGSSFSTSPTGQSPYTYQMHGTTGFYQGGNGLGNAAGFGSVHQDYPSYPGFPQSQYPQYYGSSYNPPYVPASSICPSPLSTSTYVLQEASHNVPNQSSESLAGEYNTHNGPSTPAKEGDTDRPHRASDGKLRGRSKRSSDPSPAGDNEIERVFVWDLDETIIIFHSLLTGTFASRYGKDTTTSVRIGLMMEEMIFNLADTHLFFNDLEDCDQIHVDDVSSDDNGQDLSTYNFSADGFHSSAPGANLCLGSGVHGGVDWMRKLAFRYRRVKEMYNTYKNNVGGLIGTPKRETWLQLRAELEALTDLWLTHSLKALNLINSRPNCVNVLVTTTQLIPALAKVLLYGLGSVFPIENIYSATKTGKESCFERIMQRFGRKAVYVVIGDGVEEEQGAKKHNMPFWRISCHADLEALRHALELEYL
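Eya2 protein (added as 0.2 uM solution) was preincubated with compound for 10 min at ambient temperature in 50 mM HEPES pH 7.5, 50 mM NaCl, 5 uM MgCl2, 0.05% BSA, 1 mM DTT. OMFP (added at 50 uM) then reacted 10 min; fluorescence read at 485/525 nm.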
Mito fusion act – mitochondrial division inhibition or fusion activation; Potency, µM (highest dose often 46.1 µM), without a hit: at the highest dose growth rescue (activation), actives largely listed as activators; 0.23% of 320,000 active; S. cerevisiae fusion-defective mutant growth rescue, CellTiterGlo 48 h;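 note: potency is the fitted concentration of half-maximal effect; % of control where 0% means no effect; nearly all actives have a fitted effect of over 45% in size; temperature-sensitive fusion mutants such as fzo1-1 at 37 °C on non-fermentable ethanol glycerol medium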
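Temperature-sensitive fusion-defective S. cerevisiae (e.g. fzo1-1, mgm1-5) were grown with compound in YPEG medium (3% ethanol, 3% glycerol) for 48 hours at 37C. Growth rescue was measured as viability by CellTiterGlo luminescence after 10 minutes at ambient.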
KCNH2 3.1 inh – inhibitors of human KCNH2 3.1 potassium channel isoform | 0.95% of 340,000 active | activity change, % (tested at about 1.8 µM) | U2OS KCNH2 3.1, thallium flux FluxOr; hits give low values;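 active = maximum activity change below -70%; inconclusive = maximum activity change from -70% to -50%; inactive = maximum activity change above -50%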;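 note: thallium influx rate constant from kinetic fluorescence after stimulation buffer; % is set by controls: 0 for no effect and ±100 for the full control effect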
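FluxOr-based Tl+ influx in U2OS cells transduced with KCNH2 3.1 virus; rate constants normalized to DMSO controls.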
TCR act – activators of T cell receptors; primary human leukocytes, anti-CD3, IL-2 HTRF, 48 h; Potency, µM (highest dose often 9.22 µM), inactives show top-dose activation of IL-2 secretion, actives largely listed as activators; 330,000 tested, under 10 active; note: % of control where 0% means no effect
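Primary human leukocytes receive a-CD3 beads and test compound and are incubated 48 hr. Secreted IL-2 is then assayed by HTRF, measuring 665nm acceptor emission after 320nm excitation of the europium donor.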
USP2a block – USP2a (human) protease inhibition | USP2 core, Ub-CHOP2 coupled fluorogenic reporter, 485/531 | O75604 | AID 463254 | Potency, µM (series often up to 38.3 µM), for the others: at the top dose activity change, negative = inhibition, usual class: inhibitors | 0.01% of 330,000 active;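 note: potency is the fitted concentration of half-maximal effect; plate controls were DMSO wells for no effect and full inhibition by NEM control for full effect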
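USP2 core (10nM final) preincubated 30min RT with compound in 20mM Tris-HCl pH 8.0, 2mM CaCl2, 2mM beta-mercaptoethanol, 0.05% CHAPS; 25nM Ub-CHOP2 plus 25nM reporter substrate added, fluorescence (Ex485/Em531) read after 60min.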
hERG WT inh – blocks the wildtype human KCNH2 potassium channel; Q12809; U2OS, BacMam KCNH2, thallium flux FluxOr; hits give low values; activity change, % at 1.84 µM; 0.37% of 340,000 active; AID 720551;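 active = maximum activity change below -70%; inconclusive = maximum activity change between -70% and -50%; inactive = maximum activity change above -50%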; note: % is set by controls: 0 for no effect and ±100 for the full control effect
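U2OS cells transduced with wild-type KCNH2 virus are loaded with FluxOr dye for 45 min, and thallium flux is measured in kinetic reads before and after stimulation buffer. Rate constants are normalized to DMSO controls.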
AT treatment – candidate therapy for ataxia-telangiectasia; […] A-T fibroblasts, KAP-1 phosphorylation AlphaLISA; neocarzinostatin DNA damage 30 min before lysis; Potency, µM (doses to about 57.5 µM), for the others: top-dose activation, usual class: activators; 0.19% of 320,000 active; AID 485349; note: potency is the fitted concentration of half-maximal effect; % of control where 0% means no effect; nearly all actives have a fitted effect of over 45% in size
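hTERT-immortalized A-T patient fibroblasts ([…]), 500 cells/well in OPTI-MEM, 1% FBS, got compounds for 60 min, then NCS for 30 min at 37C. Lysates were then assayed for phospho-KAP-1 by AlphaLISA (anti-pKAP1 donor, anti-KAP1 acceptor beads), 6 hr at 25C.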
TRPV1 ag – human TRPV1 agonism | Q8NER1 | TRPV1-expressing cells, Fluo-8 calcium influx, agonist mode | activation, % at 8.33 µM | 0.19% of 320,000 active | AID 540275; in the data active = activation above about 80%; inconclusive = between about 30% and that limit; note: 0% is about no effect
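Cells expressing TRPV1 were dye-loaded with Fluo-8 and read kinetically: 10 s baseline, 3 min after compound (agonist portion), then 2 min after EC20 capsaicin (allosteric enhancer portion). Calcium-bound dye fluorescence at 480/520 nm.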
Numbers without * were called inactive; [ ] = another dose, or the depositor's remark. Unless noted, calls come from the whole dose curve; as a rule, active = well fitted curve in the direction sought with a large enough effect; inconclusive = small, poorly fitted or top-dose-only effect, or another doubt; inactive = no such curve, though single readings can be large; an effect the other way counts as inactive or inconclusive.

For Cc1ccc(C(=O)NC(C)c2ccc(-n3ccnc3)cc2)cc1S(=O)(=O)N1CCOCC1 (centres undefined) the results were TSHR antag -1, ELG1 repair inh 1%, Eya2 inh 1%, Mito fusion act 4%, KCNH2 3.1 inh 0, TCR act 5%, USP2a block 1%, hERG WT inh 16, AT treatment 2% and TRPV1 ag 14.
O=C(CCCCCCC(=O)NCc1ccccc1)NCc1ccccc1 was read as TSHR antag -4, ELG1 repair inh -5%, Eya2 inh 1%, Mito fusion act 2%, KCNH2 3.1 inh 4, TCR act 2%, USP2a block -3%, hERG WT inh 2, AT treatment 19% and TRPV1 ag -3.
COC(=O)CN(c1ccccn1)S(=O)(=O)c1ccccc1 was read as TSHR antag -14, ELG1 repair inh -11%, Eya2 inh -2%, Mito fusion act -1%, KCNH2 3.1 inh 16, TCR act 0%, USP2a block 0%, hERG WT inh 4, AT treatment -2% and TRPV1 ag -2.
CCOC(=O)c1c(C)oc2c(CN3CCN(C)CC3)c(Br)c(OC)c(O)c12 was read as TSHR antag 4, ELG1 repair inh 3%, Eya2 inh 3%, Mito fusion act -2%, KCNH2 3.1 inh -7, TCR act 10%, USP2a block -1%, hERG WT inh 5, AT treatment 1% and TRPV1 ag 2.
`CCOc1ccc(S(=O)(=O)N2CCN(C(=S)NC3CC3)CC2)cc1` gave TSHR antag -10, ELG1 repair inh -24%, Eya2 inh -5%, Mito fusion act -3%, KCNH2 3.1 inh -3, TCR act -8%, USP2a block -4%, hERG WT inh -8, AT treatment -17% and TRPV1 ag 7.
`O=C(O)CNS(=O)(=O)c1c(Cl)cccc1Cl` gave TSHR antag 10, ELG1 repair inh 10%, Eya2 inh 7%, Mito fusion act 2%, KCNH2 3.1 inh 19, TCR act -4%, USP2a block 2%, hERG WT inh -4 and AT treatment -13%.
For CCc1ccccc1NC(=O)Cn1ccn(-c2ccc(OC)cc2)c(=O)c1=O the results were TSHR antag 10, ELG1 repair inh -1%, Eya2 inh -9%, Mito fusion act 13%, KCNH2 3.1 inh 5, TCR act 1%, USP2a block 1%, hERG WT inh -11, AT treatment -3% and TRPV1 ag -7.
O=C(COCc1ccccc1)N[C@@H]1c2ccccc2CC[C@H]1OCc1ccccc1 was read as TSHR antag -1, ELG1 repair inh -11%, Eya2 inh -22%, KCNH2 3.1 inh -18, TCR act -4%[46.1 µM], USP2a block -4%, hERG WT inh 0 and AT treatment 27%.
`Clc1ccc(C2=NN(c3ccccc3)C(c3ccco3)C2)cc1` (centres undefined) gave TSHR antag 22, ELG1 repair inh inconclusive, Eya2 inh 3%, Mito fusion act -2%, KCNH2 3.1 inh -5, TCR act -7%, USP2a block 0%, hERG WT inh inconclusive, AT treatment 25µM* and TRPV1 ag -8.
`COc1cc(NC(=O)NCC2CCN(Cc3ccccc3F)CC2)cc(OC)c1` gave TSHR antag 6, ELG1 repair inh 7%, Eya2 inh -1%, Mito fusion act 4%, KCNH2 3.1 inh -2, TCR act -1%, USP2a block 4%, hERG WT inh 1, AT treatment 14% and TRPV1 ag -2.
`Nc1nonc1C(=O)NCCN=Cc1cc(Cc2ccccc2)cc(Br)c1O` gave TSHR antag -7, ELG1 repair inh 27%, Eya2 inh 16%, Mito fusion act 6%, KCNH2 3.1 inh -1, TCR act 1%, USP2a block -2%, hERG WT inh 4, AT treatment 7% and TRPV1 ag 9.
`CCOC(=O)C1=C(C)NC2=C(C(=O)CC(c3cccs3)C2)C1c1cccs1` (centres undefined) gave TSHR antag 10, ELG1 repair inh inconclusive, Eya2 inh -3%, Mito fusion act 21%, KCNH2 3.1 inh -5, TCR act 0%[46.1 µM], USP2a block -6%, hERG WT inh 3, AT treatment -1% and TRPV1 ag 15.
`COC(=O)c1cc(Cn2nc(C(=O)O)c3ccccc3c2=O)oc1C` gave TSHR antag -6, ELG1 repair inh 12%, Eya2 inh -7%, Mito fusion act 0%, KCNH2 3.1 inh -18, TCR act -6%, USP2a block -1%, hERG WT inh -5, AT treatment 1% and TRPV1 ag -3.
`O=C(O)c1cccc(-n2cccc2/C=C/[N+](=O)[O-])c1` gave TSHR antag 0, ELG1 repair inh inconclusive, Eya2 inh 17%, Mito fusion act -3%, KCNH2 3.1 inh 5, TCR act 0%, USP2a block -2%, hERG WT inh -4, AT treatment -19% and TRPV1 ag -3.
`Cc1cc(C(F)F)n2ncc(C(=O)NC3CCCCCC3)c2n1` gave TSHR antag -9, ELG1 repair inh inconclusive, Eya2 inh 3%, Mito fusion act 21%, KCNH2 3.1 inh 4, TCR act 8%, USP2a block 2%, hERG WT inh -5, AT treatment 1% and TRPV1 ag 10.
CC(C)C(=O)Nc1ncc(Cc2ccc(Cl)cc2)s1 was read as TSHR antag -22, ELG1 repair inh -4%, Eya2 inh -3%, Mito fusion act 14%, KCNH2 3.1 inh 0, TCR act -3%, USP2a block 1%, hERG WT inh -14, AT treatment 4% and TRPV1 ag 23.
`Cc1nc2sccn2c(=O)c1S(=O)(=O)NCC(C)c1ccccc1` (centres undefined) gave TSHR antag 10, ELG1 repair inh 10%, Eya2 inh 5%, Mito fusion act 0%, KCNH2 3.1 inh -3, TCR act -6%, USP2a block 1%, hERG WT inh 1, AT treatment 3% and TRPV1 ag 17.
`CCCCC1(CC)C(=O)NC(=O)NC1=Nc1ccc(OC)cc1` (centres undefined) gave TSHR antag 6, ELG1 repair inh 27%, Eya2 inh 3%, Mito fusion act -2%, KCNH2 3.1 inh 6, TCR act 2%, USP2a block -1%, hERG WT inh 17, AT treatment 7% and TRPV1 ag 0.
COc1ccc(NC(=O)CCSc2ccc3ccccc3n2)cc1 was read as TSHR antag -1, ELG1 repair inh 7%, Eya2 inh 3%, Mito fusion act -14%, KCNH2 3.1 inh 0, TCR act -6%[46.1 µM], USP2a block -1%, hERG WT inh -4, AT treatment 5% and TRPV1 ag inconclusive.
Screening O=S(=O)(Cc1ccccc1)Oc1ccccc1 returned TSHR antag 0, ELG1 repair inh 25%, Eya2 inh 3%, Mito fusion act 2%, KCNH2 3.1 inh 9, TCR act 1%, USP2a block -14%, hERG WT inh -3, AT treatment 3% and TRPV1 ag 5.
`O=C(O)c1ccc(N2CC3CC(C2)c2cccc(=O)n2C3)c(NC(=S)Nc2ccc(Br)cc2)c1` (centres undefined) gave TSHR antag 8, ELG1 repair inh -1%, Eya2 inh 4%, Mito fusion act 0%, KCNH2 3.1 inh -4, TCR act 6%, USP2a block -5%, hERG WT inh -4, AT treatment -1% and TRPV1 ag 16.
C[C@@]12C(=O)Nc3ccc(Br)cc3C(=O)N1[C@H]1c3cc(Cl)ccc3OC[C@@H]1[C@@H]2c1ccccc1 was read as TSHR antag -20, ELG1 repair inh -12%, Eya2 inh -2%, Mito fusion act 20%, KCNH2 3.1 inh -74*, TCR act -5%, USP2a block 0%, hERG WT inh -3, AT treatment 15% and TRPV1 ag 5.
`O=C(Nc1nnc(Cc2ccc(Cl)cc2)s1)c1cccs1` gave TSHR antag -4, ELG1 repair inh inconclusive, Eya2 inh -15%, Mito fusion act 1%, KCNH2 3.1 inh -20, TCR act 0%, USP2a block 0%, hERG WT inh -10, AT treatment -3% and TRPV1 ag 2.

Reprinted from the results shown, 4 compounds:
For Cc1ccc(C(=O)NC(C)c2ccc(-n3ccnc3)cc2)cc1S(=O)(=O)N1CCOCC1 (centres undefined) the results were TSHR antag -1, ELG1 repair inh 1%, Eya2 inh 1%, Mito fusion act 4%, KCNH2 3.1 inh 0, TCR act 5%, USP2a block 1%, hERG WT inh 16, AT treatment 2% and TRPV1 ag 14.
O=C(CCCCCCC(=O)NCc1ccccc1)NCc1ccccc1 was read as TSHR antag -4, ELG1 repair inh -5%, Eya2 inh 1%, Mito fusion act 2%, KCNH2 3.1 inh 4, TCR act 2%, USP2a block -3%, hERG WT inh 2, AT treatment 19% and TRPV1 ag -3.
COC(=O)CN(c1ccccn1)S(=O)(=O)c1ccccc1 was read as TSHR antag -14, ELG1 repair inh -11%, Eya2 inh -2%, Mito fusion act -1%, KCNH2 3.1 inh 16, TCR act 0%, USP2a block 0%, hERG WT inh 4, AT treatment -2% and TRPV1 ag -2.
CCOC(=O)c1c(C)oc2c(CN3CCN(C)CC3)c(Br)c(OC)c(O)c12 was read as TSHR antag 4, ELG1 repair inh 3%, Eya2 inh 3%, Mito fusion act -2%, KCNH2 3.1 inh -7, TCR act 10%, USP2a block -1%, hERG WT inh 5, AT treatment 1% and TRPV1 ag 2.

These rows are one share of the data (hit frequency here may not be typical).
